Source: PubChem (several laboratories)
FAS-TE inh: FAS thioesterase domain inhibitors, primary screen, biochemical, fluorescence intensity, uHTS. Fatty acid synthase (Homo sapiens), P49327. recombinant FAS-TE, OMFH fluorogenic substrate, fluorescence endpoint. inhibition, % at 15 µM. hit rate 0.67% among 360,000;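 active means compounds whose normalised, plate-corrected inhibition of enzyme fluorescence in the single-dose primary screen is 50% or more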;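 further: 0% = DMSO with enzyme and 100% = substrate without enzyme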
Tb MetRS inh: T. brucei MetRS inhibitors, primary screen, biochemical, luminescence | methionyl-tRNA synthetase (Trypanosoma brucei brucei) | purified T. brucei MetRS, ATP depletion, Kinase-Glo luminescence | inhibition, % at 11.9 µM | hit rate 0.4% among 360,000;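 active means inhibition above a per-plate cutoff of the control wells' mean inhibition plus 3 SD, cut at about 5.5% in these data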;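 further: 0% = DMSO wells median and 100% = median of wells with control inhibitor compound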
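Test system – parasite MetRS enzyme · Reagent – substrates ATP, L-methionine and bulk Escherichia coli tRNA · Doses – 11.9 µM compound single dose, 0.9% DMSO · Times – 15 min enzyme-compound preincubation, 2 h reaction, 10 min detection, 25 °C · Signal – Kinase-Glo luminescence, ATP depletion format · Controls – DMSO-only wells as low control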
eLon inh: inhibitors of E. coli Lon protease, primary screen, biochemical, fluorescence polarization; purified E. coli Lon protease; hit rate 0.42% among 360,000; inhibition, % at 7.94 µM; in the data active means inhibition above about 13%, passing the limit was not always enough;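 further: 0% = enzyme with probe and DMSO and 100% = no enzyme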
MsrA inh: bovine MsrA enzyme inhibitors, primary screen, biochemical, absorbance, HTS; Methionine sulfoxide reductase A (Bos taurus); purified bovine MsrA, absorbance read-out; inhibition, % at 15.5 µM; hit rate 0.75% among 360,000; AID 651718, 2012; in the data active means inhibition above about 4.5%;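 further: 0% = vehicle wells with enzyme and 100% = reference inhibitor wells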
CendR NRP1 mod: modulators of CendR peptide binding to NRP-1, primary screen, biochemical, fluorescence polarization, uHTS; inhibition, % at 25 µM; AID 602438, 2012; Neuropilin-1 (Homo sapiens), O14786; hit rate 0.85% among 360,000; FAM-RPARPAR peptide binding to NRP-1;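 active means inhibition or corrected inhibition above about 18%, plus a signal ratio from 0.5 to 1.5, limit read from the data, passing the limit was not always enough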; further: strong numbers were not always called active
Target sequence (O14786 whole entry, looked up): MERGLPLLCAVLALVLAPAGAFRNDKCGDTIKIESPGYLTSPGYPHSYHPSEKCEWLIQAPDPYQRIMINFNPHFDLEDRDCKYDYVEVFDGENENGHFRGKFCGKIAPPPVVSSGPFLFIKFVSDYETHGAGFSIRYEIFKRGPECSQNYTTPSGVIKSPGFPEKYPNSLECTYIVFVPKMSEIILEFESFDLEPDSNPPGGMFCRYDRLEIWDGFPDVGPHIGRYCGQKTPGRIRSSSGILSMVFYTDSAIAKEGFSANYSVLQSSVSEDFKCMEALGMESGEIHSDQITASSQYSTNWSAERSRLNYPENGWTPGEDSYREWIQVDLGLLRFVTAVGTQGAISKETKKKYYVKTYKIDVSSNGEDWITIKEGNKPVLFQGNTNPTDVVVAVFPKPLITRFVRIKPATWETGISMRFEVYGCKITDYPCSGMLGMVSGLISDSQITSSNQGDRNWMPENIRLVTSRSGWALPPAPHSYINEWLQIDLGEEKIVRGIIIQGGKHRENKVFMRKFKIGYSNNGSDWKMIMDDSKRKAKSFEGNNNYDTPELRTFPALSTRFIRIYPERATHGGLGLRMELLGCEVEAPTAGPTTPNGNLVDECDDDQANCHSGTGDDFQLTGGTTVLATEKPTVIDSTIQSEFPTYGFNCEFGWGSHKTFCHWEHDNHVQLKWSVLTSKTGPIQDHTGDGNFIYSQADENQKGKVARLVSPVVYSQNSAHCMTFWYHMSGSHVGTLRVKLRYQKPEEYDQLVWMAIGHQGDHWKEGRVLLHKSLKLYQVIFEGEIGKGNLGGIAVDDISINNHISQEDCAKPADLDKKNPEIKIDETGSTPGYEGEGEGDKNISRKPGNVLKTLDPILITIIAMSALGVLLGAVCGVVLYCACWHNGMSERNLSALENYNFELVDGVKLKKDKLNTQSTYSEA
SKN-1 inh: suppressors of acrylamide-induced Pgst-4::GFP reporter in worms, primary screen, SKN-1 inhibitor project, whole organism, uHTS, GFP/RFP fluorescence ratio, strain VP596; C. elegans VP596 Pgst-4::GFP/RFP ratio, 24 h; inhibition, % at 21.8 µM; hit rate 0.49% among 360,000; AID 624304, 2012;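 active means interference check ratio from 0.5 to 1.5 plus GFP to RFP signal ratio inhibition reaching or exceeding a fixed threshold, cut at about 30% in these data, passing the limit was not always enough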; further: some compounds called inactive have numbers as strong as hits
PABP1 MLLE inh: inhibitors of PABP1 MLLE–PAM2 peptide binding, primary screen, biochemical, fluorescence polarization, FITC-PAM2, GST-MLLE; Polyadenylate-binding protein 1 (Homo sapiens), P11940; inhibition, % at 20 µM; hit rate 0.36% among 360,000; in the data active means inhibition above about 35%, passing the limit was not always enough;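 further: plate controls were DMSO wells with GST-MLLE for no effect and wells lacking GST-MLLE protein for full effect; some results filed as inactive read as strong as hits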
bovine MsrA act: bovine MsrA enzyme activators, primary screen, biochemical, absorbance, HTS; Methionine sulfoxide reductase A (Bos taurus); purified bovine MsrA, absorbance read-out; activation, % at 10.6 µM; hit rate 0.3% among 360,000; AID 602163, 2012; in the data active means activation above about 7.5%;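 further: 0% = vehicle and 100% = reference activator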
MT1-MMP act inh: blockers of MT1-MMP proenzyme processing, primary screen, HT1080 RFP-PRO-GFP cells, GFP/RFP fluorescence; Matrix metalloproteinase-14 (Homo sapiens), P50281; GFP/RFP ratio fluorescence, overnight; percent of plate control window, DMSO zero; GFP/RFP ratio change, % at 20 µM; hit rate 0.061% among 360,000;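 active means GFP/RFP ratio change of at least 30% with cell ATP level not reduced by more than half and red fluorescence within 50% of control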; further: strong numbers were not always called active
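Read-out: GFP/RFP fluorescence ratio; Test system: RFP-PRO-GFP reporter HT1080 cells; Compound dosing: single-point 20 µM compound, 1% DMSO; Times: overnight compound exposure at 37 °C.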
The depositor's hits bear a star; · = not tested or not shown. No enrichment for hits; overall some 4% were active at least once.

canonical_smiles | eLon inh | MT1-MMP act inh | CendR NRP1 mod | Tb MetRS inh | MsrA inh | SKN-1 inh | FAS-TE inh | bovine MsrA act | PABP1 MLLE inh
O=C(c1ccco1)N1CCN(C(c2cccs2)c2sc3ncnn3c2O)CC1 (centres undefined) | -4.8 | -0.6 | 2.4 | 0.1 | 2.1 | -4.7 | -12.3 | 1.5 | 2.5
O=C(c1ccc(N2C(=O)C3C4CC(C(Br)C4Br)C3C2=O)cc1)N1CCCCC1 (centres undefined) | -0.4 | 2.1 | 5.7 | 0.2 | -1.6 | 5.0 | 4.3 | -4.0 | -5.2
FC(F)(F)c1cccc(N2CCC(N=CN3CCCCCC3)=N2)c1 | 0.6 | 2.2 | -4.1 | -0.5 | 0.5 | 18.6 | 30.3 | 0.2 | -12.0
CC1Cc2ccccc2N1C(=O)CN1CCN(Cc2ccccc2)CC1 (centres undefined) | -4.8 | 2.6 | 1.8 | -1.1 | 0.5 | -3.3 | 0.7 | 0.2 | -1.1
COc1ccc(CCNC(=O)CSc2nnnn2Cc2ccc3c(c2)OCO3)cc1OC | 4.0 | -0.3 | 10.8 | -1.2 | 0.4 | -2.0 | -4.6 | -12.8 | -6.8
CCN(CC)CC(C)OC(=O)COc1ccc(OC)cc1 (centres undefined) | -5.8 | 1.0 | -2.2 | -0.6 | -0.3 | 21.8 | -5.7 | -0.6 | 3.9
CN(C)/C=N/c1ncn(-c2ncc(C(F)(F)F)cc2Cl)n1 | -1.8 | 1.1 | -8.6 | 0.0 | 0.9 | 0.4 | -3.8 | -3.7 | -6.6
Cn1c(-c2cccc(Br)c2)cnc1NCc1ccccc1O | -3.0 | 1.1 | -0.1 | 0.4 | -0.2 | -22.1 | 5.5 | -5.4 | 1.2
Cc1ccc(C(=O)O/N=C\c2ccc(N3CCCCC3)c([N+](=O)[O-])c2)cc1 | -8.4 | -1.2 | 0.4 | -0.7 | -1.0 | -38.4 | 24.4 | -2.3 | -14.1
CCS(=O)(=O)N1CCC(C(=O)NCCCN2CCCC2)CC1 | -10.9 | 0.3 | 2.2 | -0.2 | -0.8 | 14.4 | -5.1 | -0.1 | -4.0
CCCCNC(=S)N(C)/N=C/c1c(F)cccc1F | 0.3 | -0.3 | 9.1 | -0.4 | 0.1 | 8.2 | 33.2 | -4.3 | -98.3
C[C@@H](NC(=O)c1cc2c([nH]c3ccccc32)c(-c2ccccc2)n1)C(=O)O | -5.2 | 2.9 | -4.1 | -1.0 | 2.5 | 20.0 | -2.6 | -1.7 | 4.7
CC(=O)Nc1ccc(S(=O)(=O)N2CCN(C34CC5CC(CC(C5)C3)C4)CC2)cc1 | 0.8 | 2.7 | 3.0 | 0.1 | 1.5 | 25.6 | 2.5 | -2.4 | -9.0
C[C@@H]1O[C@H](C2CC2)Cc2[nH]c(=S)[nH]c(=O)c21 | -5.2 | 0.5 | 5.5 | -0.6 | -1.4 | 9.3 | -4.2 | 4.8 | ·
Fc1cccc(Nc2nc(Cl)nc(Cl)n2)c1 | -7.1 | -2.1 | 10.3 | 0.9 | 0.1 | 14.9 | -4.6 | -2.5 | 5.2
CC(C)COc1ccc(Br)cc1CNC(C)(C)C | 3.0 | -1.0 | 3.0 | -0.2 | -0.7 | 4.0 | -6.7 | -3.0 | 5.7
CCc1c(C)nc2c(-c3ccccc3)c(C)[nH]n2c1=O | -1.7 | 4.1 | -1.9 | -1.2 | 0.4 | -0.2 | -2.5 | -10.5 | 1.1
COc1ccc(C(=O)CCC(=O)Nc2cccnc2)cc1 | 10.5 | -0.2 | -2.7 | -0.4 | -0.8 | 2.8 | -3.2 | -1.8 | 2.0
COc1ccc(Cl)cc1C(=O)OCC(=O)Nc1cccnc1Cl | -1.9 | -2.0 | 0.7 | -0.4 | -1.5 | -14.1 | -1.1 | -6.8 | -13.3
Cc1ccccc1NC(=O)Nc1ccc2c(c1)CCC2 | -11.2 | 2.1 | -3.4 | -0.1 | 0.5 | 0.6 | 0.6 | 1.6 | 7.0
COC(=O)c1c(-c2ccccc2OC)sc2ccccc12 | -0.4 | -0.3 | 8.1 | -0.2 | -0.3 | 8.3 | 17.5 | 1.0 | 4.2
Cc1cccc(OCC(=O)Nc2ccccc2N2CCCCC2)c1C | -11.6 | 7.7 | -2.5 | -0.1 | 0.5 | -8.1 | 25.2 | -1.7 | -3.0
CCN(C(=O)COC(=O)/C=C/c1ccc(F)cc1)C1CCCCC1 | -4.3 | -1.6 | 4.3 | -0.5 | 0.0 | -8.2 | 1.5 | -5.9 | 0.9
Cc1ccc(-c2csc3ncn(CC(=O)OC(C)C)c(=O)c23)cc1 | -5.5 | -3.9 | 1.0 | -0.9 | -0.1 | 15.3 | 7.0 | 0.3 | -5.4
COc1ccc(NC(=O)CSc2n[nH]c(-c3ccco3)n2)cc1 | -8.4 | 3.4 | -0.3 | 0.3 | -1.1 | -2.9 | -5.8 | -0.2 | -6.2

Reformatted with two lines to a compound: 2 of the compounds above
Below each compound: eLon inh	MT1-MMP act inh	CendR NRP1 mod	Tb MetRS inh	MsrA inh	SKN-1 inh	FAS-TE inh	bovine MsrA act	PABP1 MLLE inh
CCS(=O)(=O)N1CCC(C(=O)NCCCN2CCCC2)CC1
 : -10.9	0.3	2.2	-0.2	-0.8	14.4	-5.1	-0.1	-4.0
CCCCNC(=S)N(C)/N=C/c1c(F)cccc1F
 : 0.3	-0.3	9.1	-0.4	0.1	8.2	33.2	-4.3	-98.3

New compounds follow:
canonical_smiles | eLon inh | MT1-MMP act inh | CendR NRP1 mod | Tb MetRS inh | MsrA inh | SKN-1 inh | FAS-TE inh | bovine MsrA act | PABP1 MLLE inh
CC(=O)c1ccc2noc(-c3ccc(C)cc3)c2c1 | -7.8 | -5.7 | -21.1 | -0.3 | 1.4 | 5.5 | 2.0 | -1.6 | -5.6
O=C(c1ccco1)N1CCCC(Nc2ccc3c(c2)OCCO3)C1 (centres undefined) | 1.3 | 1.5 | 11.0 | 0.1 | -0.6 | -5.4 | -2.4 | -3.4 | 5.8
COc1ccc(N(C(=O)c2ccc3c(c2)OCO3)C2C=CS(=O)(=O)C2)c(OC)c1 (centres undefined) | -4.2 | 0.9 | 7.2 | 0.3 | -0.9 | 3.5 | -10.1 | -3.4 | 13.1
Nc1ccc(S(=O)(=O)Nc2nccc(/C=C/c3cccc([N+](=O)[O-])c3)n2)cc1 | -1.4 | -1.6 | 1.4 | 0.0 | 0.1 | 7.0 | -0.2 | 0.1 | 11.9
COC(=O)[C@H](C)[C@@H]1C[C@@]1(C)[C@@H](NC(=O)OCc1ccccc1)c1ccccc1 | 3.8 | -6.9 | 8.0 | -0.2 | -0.9 | -4.2 | 10.4 | -8.8 | 11.3
CC1(C(=O)Nc2ccc3c(c2)OCCO3)CCC(=O)N1C1CC1 (centres undefined) | -6.3 | 5.1 | 3.6 | -0.1 | -1.0 | 7.0 | -14.4 | -1.8 | 18.4
Cc1cccc(OCC(=O)Nc2ccccc2N2CCN(C)CC2)c1 | -10.6 | -5.6 | 2.5 | -0.6 | 0.2 | 11.5 | -6.2 | -1.4 | 1.7
CC1=C(Cl)C2=NS(=O)(=O)CCN2C=C1Cl | -8.6 | -5.3 | -11.2 | -0.5 | 2.5 | 12.1 | -5.4 | -5.8 | 9.8
CC(C)c1cccc(C(C)C)c1NC(=O)CNCC(O)c1ccccc1 (centres undefined) | 4.6 | -5.9 | -0.5 | -0.3 | -0.1 | 2.7 | -2.4 | 0.5 | 6.0
C[C@@H]1CN([C@@H](C)CO)S(=O)(=O)c2ccc(Br)cc2O[C@H]1CN(C)C(=O)CN(C)C | -5.7 | -1.4 | -0.3 | -0.6 | -0.2 | 6.3 | -6.4 | -2.3 | 4.1
Nc1nonc1/C(=N/O)N1CCCC1 | 4.9 | -3.5 | -3.5 | 0.3 | 1.2 | 8.1 | -10.9 | -1.8 | 4.1
Cc1cc(N2C(=O)c3ccc(C(=O)NCc4ccccc4)cc3C2=O)no1 | 6.9 | 1.9 | -12.4 | -1.1 | 1.0 | 12.0 | -6.9 | -6.2 | -5.0
O=C(NC(=S)Nc1ccc2oc(-c3cccnc3)nc2c1)c1cccc(Cl)c1 | 3.0 | -0.3 | -16.2 | -1.0 | 1.3 | 7.5 | 1.4 | -3.6 | 25.9
CCN(CC)Cc1c(C(=O)N/N=C/c2cccc(OCc3cccc(Cl)c3)c2)nnn1-c1nonc1N | -2.8 | 2.4 | 2.0 | -0.6 | 0.4 | -6.3 | 18.2 | -1.4 | 0.9
O=C(NCc1nnc(SCC(=O)N2CCCCCC2)o1)c1ccco1 | 8.5 | -2.4 | 0.4 | -0.3 | 0.5 | 27.8 | -4.6 | -2.6 | 6.5
CCOC(=O)C1CCN(C(=O)COc2ccc(S(=O)(=O)N3CCOCC3)cc2C)CC1 | -1.2 | -0.2 | 1.8 | 0.0 | 0.0 | 12.8 | -4.4 | -3.0 | 2.0
S=C(NCCN(C1CCCCC1)C1CCCC1)Nc1cccc(Cl)c1 | 9.5 | -11.8 | -3.0 | 2.2 | 0.0 | -12.3 | 2.6 | -0.6 | 28.4
Cc1ccc(NC(=O)NCCc2ccc(S(N)(=O)=O)cc2)cc1 | -5.4 | -0.9 | -0.9 | -0.4 | -0.8 | -3.8 | -1.5 | -10.2 | -0.9
Cc1ccccc1C(=O)N1CCc2c([nH]c3ccccc23)C1C(F)(F)F (centres undefined) | -12.2 | -2.2 | -7.5 | -0.7 | -0.8 | 15.5 | 23.1 | -0.9 | -2.0
Cc1ccc(NC(=O)CCOc2ccccc2C)cc1C | 0.5 | 2.5 | 7.7 | 0.7 | 0.4 | 15.3 | 11.1 | -0.4 | 8.5
Cn1cnc([N+](=O)[O-])c1Nc1cccc(O)c1 | -11.4 | 2.1 | 6.3 | -0.2 | 0.2 | -18.4 | -7.5 | -2.8 | -2.7
Cc1ccccc1CN1C(=O)c2ccccc2S1(=O)=O | 0.9 | -2.7 | -4.1 | -0.5 | -0.4 | -3.6 | 9.2 | -3.6 | -1.7
CCOC(=O)C1C(c2cc(OC)c(O)c(OC)c2)NC(=S)NC1(O)C(F)(F)F (centres undefined) | 7.6 | -2.7 | 4.9 | -0.5 | 1.0 | 7.5 | -7.4 | -4.7 | -42.5
CCc1cccc(CC)c1NC(=S)NCCc1ccc(O)c(O)c1 | -1.1 | 9.7 | 2.4 | -0.7 | 0.5 | 8.2 | -4.2 | -6.9 | -2.5
CCOC(=O)c1cc(=O)c2ccc(OCC(=O)Nc3ccccc3)cc2o1 | 0.1 | 3.7 | 17.7 | 0.0 | -0.8 | -17.8 | 0.1 | -2.7 | 7.6
C=CCc1ccc(OCCCN2CCCC(C)C2)c(OC)c1 (centres undefined) | -3.2 | 1.0 | -1.7 | -0.4 | -0.9 | -2.8 | -8.1 | 1.7 | -11.6
